# Assay outcomes from PubChem BioAssay.
# GlmU inhibition = inhibition of mycobacterial GlmU enzyme – biochemical, glucosamine-1-phosphate acetyltransferase (AID 1376). M. tuberculosis GlmU acetyltransferase enzyme assay; higher % means a stronger effect. one-dose inhibition, %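 (tested at 30 µM in the primary screen)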; IC50 in µM for titrated hits. hit rate 0.25% among 220,000; in the data active = inhibition above about 13%;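 note: 0% = complete reaction with vehicle and 100% = reaction without substrate; strong numbers were not always called active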
# RmlCD inh 1536 = M. tuberculosis RmlC/RmlD inhibition; P9WH09+P9WH11; RmlC+RmlD coupled enzyme assay, percent inhibition; primary screen in compound mixtures; hit rate 0.03% among 160,000; inhibition, % at 3.6 µM; AID 1533; in the data active = inhibition mostly above about 34%, no sharp cut-off; note: some results filed as inactive read as strong as hits
# Target sequence (P9WH09 whole entry, looked up): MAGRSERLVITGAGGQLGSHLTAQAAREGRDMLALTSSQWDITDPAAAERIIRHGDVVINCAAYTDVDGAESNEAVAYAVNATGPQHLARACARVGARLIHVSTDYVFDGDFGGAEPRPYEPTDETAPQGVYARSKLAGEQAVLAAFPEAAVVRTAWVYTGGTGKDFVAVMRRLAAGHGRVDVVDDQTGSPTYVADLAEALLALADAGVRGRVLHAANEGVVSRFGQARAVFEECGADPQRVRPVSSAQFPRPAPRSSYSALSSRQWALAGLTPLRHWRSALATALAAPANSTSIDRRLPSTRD
# Target sequence (P9WH11 whole entry, looked up): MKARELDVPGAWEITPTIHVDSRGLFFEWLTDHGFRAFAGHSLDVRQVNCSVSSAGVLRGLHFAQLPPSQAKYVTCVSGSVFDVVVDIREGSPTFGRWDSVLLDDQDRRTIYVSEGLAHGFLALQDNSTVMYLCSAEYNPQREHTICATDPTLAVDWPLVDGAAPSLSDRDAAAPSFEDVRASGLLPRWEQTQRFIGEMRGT
# An asterisk follows results filed as active; . = no result given. Only part of the results is shown; the hit share may differ from the screen's.
SMILES,GlmU inhibition,RmlCD inh 1536
Cc1cc(C)c2c(N=NN(C)C)[nH]nc2n1,1.7%,8.1
COc1cc(OC)cc(-c2nc(-c3cc4cc(C)ccc4nc3OC)no2)c1,-2.4%,10.4
O=C1c2cccc([N+](=O)[O-])c2C(=O)N1c1c[nH]c(=O)[nH]c1=O,-2.6%,-2.1
COCCCNc1nc(N)c([N+](=O)[O-])c(Nc2cc(OC)ccc2OC)n1,2.7%,-6.5
CC(C)CN(C)C(=O)CCc1nnc(Cc2cccc(C(F)(F)F)c2)o1,1.9%,-0.1
Fc1cc(NCc2ccccc2)nc(NCc2ccccc2)n1,-1.6%,0.4
Cc1cc(C)n(C(=O)c2c([N+](=O)[O-])c(C)nn2C)n1,-0.2%,0.6
Cc1ccccc1C(=O)NC(=S)NCCN1CCOCC1,0.0%,2.3
COc1ccc(OC)c(C2N(c3cc(C)on3)C(=O)C3CCCN32)c1 (centres undefined),-1.5%,-1.8
Cc1ccc(C)c(NC(=O)c2ccc3ccccc3n2)c1,-3.6%,.
COC(=O)N/N=C\C=C\c1ccc2c(c1)OCO2,-4.8%,-5.6
COc1ccccc1-c1nn2c(C3COc4ccccc4O3)nnc2s1 (centres undefined),1.7%,2.0
Cc1ccnc(NC(=O)c2cc3c(=O)oc4ccc(C)cc4c3s2)c1,-1.7%,1.2
Fc1cccc(Cn2ccc(-c3ccc4c(c3)OCO4)n2)c1,1.3%,16.6
O=C(NN1CCOCC1)c1cc(-c2ccc(Br)s2)nc2ccccc12,-4.3%,-7.3
Cc1cc(NC(=O)C(C)C)ncc1NC(=O)c1cccc(F)c1,-0.8%,.
Nc1cccc(C2=Nc3cccc4cccc(c34)N2)c1,-1.5%,8.6
CCN(CC)c1nc(C)nc2c1cnn2CCc1ccccc1,-3.3%,.
CCOC(=O)c1oc2c(CN3CCN(C)CC3)c(O)ccc2c(=O)c1-c1ccccc1OC,7.5%,.
COc1ccc2[nH]cc(C(O)CN3CCC(C(N)=O)CC3)c2c1 (centres undefined),1.8%,.
CCOC(=O)NC(c1ccccc1)C1CCCCC1=O (centres undefined),7.5%,7.6
Brc1cnc2nc[nH]c2c1,2.0%,-7.5
Cc1cc(C(=O)Nn2cnc3ccccc3c2=O)ccc1[N+](=O)[O-],0.7%,.
O=C(Nc1ccc2c(c1)OCO2)N1CCCc2ccccc21,-1.8%,6.8
Cc1ccc(-c2csc3nnc(SCC(=O)NCc4ccco4)n23)cc1,2.4%,-8.7
CCC(Oc1ccc2c(=O)c(-c3ccccc3OC)coc2c1)C(=O)OCc1ccccc1 (centres undefined),2.3%,.
O=C(NNC(=S)Nc1ccc(Br)cc1Cl)c1ccco1,-4.0%,-14.8
CCN(CC)c1ccc(S(=O)(=O)N2CCOCC2)cc1NS(C)(=O)=O,-2.9%,-3.6
O=C(O)c1cccc(CN2C(=O)SC(Nc3cccc4ccccc34)C2=O)c1 (centres undefined),-0.2%,20.6
O=C(O)COc1ccc(/C=N/NC(=O)c2ccccc2Br)cc1,-3.3%,9.6
CCc1nc(C)cn1S(=O)(=O)c1cc(C)c(OC)c(C)c1C,1.0%,6.1
Cc1cc(N/N=C\c2ccc(Br)cc2)nc(-n2nc(C)cc2C)n1,-4.9%,6.2
Cc1occc1-c1nnc(SCc2nnc(-c3ccc(Cl)cc3)o2)n1C,3.7%,-6.1
Cc1c(Br)cc(C(=O)O)c(C)c1C,-4.9%,11.7
COc1ccc(Cn2c(=O)[nH]c3cc(C(=O)NC4CCN(Cc5ccccc5)CC4)ccc32)cc1,-0.8%,6.1
Cc1cc(C)nc(N/N=C/c2ccccc2)n1,1.4%,.
N#Cc1nc(COc2ccccc2Cl)oc1NCc1cccnc1,-5.7%,1.4
C(=N\n1cnnc1)/c1ccc(OCc2cccc3ccccc23)cc1,-2.5%,-11.5
COc1cccc2cc(C(=O)C3=C(O)C(=O)N(CCN4CCOCC4)C3c3ccc(Cl)cc3)oc12 (centres undefined),5.7%,0.9
N#Cc1c2n(c(=S)n(-c3ccccn3)c1=O)CCCCC2,3.7%,-7.2
Cc1cn(C(=O)CN2C(=O)c3ccccc3C2=O)c(C)n1,2.0%,.
CC(=O)Nc1sc(N/N=C/c2ccc(N(C)C)cc2)nc1-c1ccc(C)cc1,8.7%,63.6*
COc1ccccc1CNC(=O)C1=C(C)C(=O)OC12CCC(C)CC2 (centres undefined),3.8%,5.7
CSCC[C@H](NC(=O)C1CCN(S(=O)(=O)c2ccc(C)cc2)CC1)C(=O)NC1CCS(=O)(=O)C1 (some centres undefined),5.4%,.
O=C(Nc1ccc(F)cc1F)c1cccn1-c1ncc(C(F)(F)F)cc1Cl,2.3%,.
CCCCCCCCC(=O)N/N=C(\C)c1ccco1,0.0%,.
COc1cc(OC)cc(C(C(=O)NCc2ccccc2)N(Cc2ccco2)C(=O)c2ccno2)c1 (centres undefined),1.1%,.
COc1ccccc1N/C(=N/S(=O)(=O)c1ccc(C)cc1)c1ccccc1,-1.0%,-9.4
O=C(c1cccn2c(=O)c3cc(Cl)ccc3nc12)N1CCC2(CC1)OCCO2,-0.5%,.
O=C(CNC(=S)N(Cc1ccc(F)cc1)C1CCCCC1)NCC1CCCO1 (centres undefined),4.6%,65.8
# (continued)
SMILES,GlmU inhibition,RmlCD inh 1536
Cc1nc2ccc(NC(=S)NC3CC3)cc2nc1C,2.2%,2.5
N#Cc1ccc(/C=N/NC(=O)c2ccccc2F)cc1,7.3%,-6.8
O=C(CSc1ccccc1)N1CCN(c2ccccn2)CC1,2.8%,-8.1
CN(c1cccc(NC(=O)Nc2ccc(Cl)cc2)c1)S(C)(=O)=O,.,-0.8
CCN(CC)C(=O)CSc1nnc(-c2cnccn2)n1-c1ccccc1,-5.4%,-7.4
CCCc1cc(-c2nc(N)ncc2-c2csc(C)n2)c(O)cc1OC,1.8%,-14.7
CCOC(=O)CNS(=O)(=O)c1ccc(S(=O)(=O)N2CCCC2)cc1,2.4%,.
COc1ccc(-c2csc(=Nc3ccccc3)n2CCO)cc1,4.1%,.
O=C(CS(=O)(=O)c1cn(Cc2ccc(Cl)cc2)c2ccccc12)N1CCCC1,-0.2%,-3.4
CCOc1cc(CNc2cccc3ccccc23)cc(Br)c1OCC(=O)NC(C)(C)C,-2.1%,2.9
O=C(Nc1ccccc1F)Nc1ccccc1OC(F)F,0.9%,-15.2
Nc1cccc(CN2CCCC2)c1,-3.8%,3.5
CCOc1ccc(NC(=O)CC2C(=O)N(c3ccccc3)C(=O)N2CCOC)cc1 (centres undefined),-0.2%,-8.7
Cc1ccccc1Nc1nnc(SCC(=O)NCc2ccco2)s1,1.4%,-10.1
CC(=O)C(Sc1nc(-c2ccc(F)cc2)nc2c1c(=O)n(C)c(=O)n2C)C(C)=O,-2.8%,.
COCCNC(=O)c1cc(-c2ccccc2)nn1CC1CC(c2cccc([N+](=O)[O-])c2)=NO1 (centres undefined),6.4%,.
Cn1c(CCNC(=O)c2ccco2)nc2cc(NC(=O)NC3CCCCC3)ccc21,0.3%,-13.7
COc1ccc(CCN(CC(=O)NC2CCCC2)C(=O)Cn2nnc(-c3ccc(C)o3)n2)cc1OC,-3.5%,-8.7
CCN(CC)CCNCC(O)(c1ccc(Cl)cc1)c1ccc(Cl)cc1,-2.4%,-7.7
COCCNc1cc(C)c(C#N)c2nc3ccccc3n12,9.7%,8.9
CCOC(=O)c1cc(NC(=O)N(CC)CC)c(C)nc1C,-4.3%,13.4
COCCOC(=O)c1c(C)oc2ccc(NS(=O)(=O)c3ccccc3)cc12,1.8%,2.6
Cn1cc(C(=O)OCC2CCN(CCNS(C)(=O)=O)CC2)c2ccccc21,-4.4%,.
C/C(=N\NC(=O)c1nn(C)c(C)c1Br)c1cccc(NC(=O)c2ccoc2C)c1,-5.0%,-2.5
CC(C)(C)NC(=O)COC(=O)c1ccccc1OCC(=O)Nc1ccc(Br)cc1,-0.4%,-3.5
COCCCn1c(SCC(=O)NC(C)(C)C)nnc1-c1cccs1,0.8%,30.1
CCC(C)(C)NC(=O)c1cc(OC)c(OC)cc1[N+](=O)[O-],-2.3%,.
Cc1nnc(NC(=O)CSc2ccc(-c3ccco3)nn2)s1,2.9%,6.7
COc1ccc(C2NC(C(=O)O)CS2)cc1COCC(F)(F)F (centres undefined),4.0%,-5.3
COc1ccc(SC[C@H](CC(C)C)N2CCN(CCc3ccccc3)CCC2=O)cc1,3.1%,.
CC(=O)NC1(c2ccccc2)CCN(CC(=O)N2CCC(C)CC2)CC1,-1.1%,4.6
Cc1ccc(NC(=O)CCNC(=O)c2ccc(Cl)cc2)cc1F,-3.1%,5.8
CCc1nc(NCc2cccnc2)c2oc3ccccc3c2n1,1.9%,0.8
CC12CCC(C(=O)Nc3ccccc3)(C(Br)C1=O)C2(C)C (centres undefined),8.3%,.
CCN(CC)CCN(Cc1cc2ccc(C)cc2[nH]c1=O)C(=S)Nc1ccccc1C(=O)OC,2.8%,-11.3
CC(C)C(=O)NNS(=O)(=O)c1ccccc1[N+](=O)[O-],-2.7%,6.2
COc1cc(C)nc(Oc2ccc(/C=N/O)cc2)n1,4.6%,.
COC(=O)c1[nH]c2ccc(F)cc2c1NS(=O)(=O)c1ccc(F)c(C)c1,4.5%,.
Cc1ccc(C(=O)O/N=C(\N)c2ccccc2)c(Cl)c1,3.0%,7.1
COCCCNC(=O)c1ccc2c3c(onc13)-c1ccccc1C2=O,6.1%,.
COc1cc(/C=N/N=C(/C(=O)c2ccccc2)c2ccccc2)cc(OC)c1O,2.3%,.
Cn1c(N)c(C(=O)COC(=O)CCc2ccccc2)c(=O)n(C)c1=O,19.4%,-10.7
CN(CCC#N)C(=O)c1ccc(CNS(=O)(=O)c2ccc(F)cc2)cc1,3.6%,-4.3
Cc1ccc(CSc2nccc(-c3c(C)nc4ccccn34)n2)cc1,4.1%,8.6
CCNc1cc(S(=O)(=O)C(F)(F)F)ccc1N,8.0%,8.1
CCOc1cc(/C=C2/C(=O)ON=C2C)ccc1OCc1ccc(F)cc1,2.4%,16.0
COc1ccc(C2c3c(oc4ccccc4c3=O)C(=O)N2CCCN2CCOCC2)cc1 (centres undefined),-3.9%,.
Cc1ccc(OCCCCN2CCC(C)CC2)c(Br)c1,-3.1%,-11.8
CSCCCNC(=O)c1ccc(OC2CCN(C(=O)c3cccnc3)CC2)cc1,-6.2%,.
C/C(=N\NC(=O)c1nc2ccccn2c1C)c1cc2ccccc2o1,1.4%,-7.8
# Continuation.
SMILES,GlmU inhibition,RmlCD inh 1536
Cc1ccc(NC(=O)COC(=O)C2CC(=O)N(Cc3ccccc3)C2)cc1S(=O)(=O)N(C)C (centres undefined),0.4%,6.8
O=C1c2ccccc2S(=O)(=O)N1Cc1cccc(S(=O)(=O)N2CCOCC2)c1,5.6%,-2.4
CCCCCCCCOC(=O)C1=C(C)Nc2nnnn2C1c1cccs1 (centres undefined),3.5%,-0.5
NS(=O)(=O)c1ccc(NC(=S)Nc2ccc(OCc3ccccc3)cc2)cc1,0.2%,2.6
COc1ccc(CCNS(=O)(=O)c2c(N)n(C)c(=O)n(C)c2=O)cc1OC,4.4%,-3.1
Cc1cc(NC(=O)CSc2nnc(C)n2-c2ccccc2C)no1,-6.3%,18.4
O=C(CSc1ccc2c(c1)OCCO2)NCCc1ccc(Cl)cc1Cl,-4.0%,-0.3
CCCCOC(=O)C1C2C=CC3(CN(CCc4ccccc4)C(=O)C13)O2 (centres undefined),2.2%,-9.1
COc1ccc(CCNC(=O)CS(=O)(=O)c2cn(CC(=O)N3CCCC3)c3ccccc23)cc1OC,-1.5%,15.4
S=C1NCCC12C(=S)Nc1ccccc12 (centres undefined),3.0%,.
CCn1c(C)c(C(C)=O)c(N2CCN(C(c3ccccc3)c3ccccc3)CC2)nc1=S,-3.0%,-12.4
CC(C)c1ccc(CNc2c([N+](=O)[O-])c(=O)oc3ccccc23)cc1,-3.3%,1.3
CC(=O)N1CCN(S(=O)(=O)c2ccccc2)C1c1ccccc1 (centres undefined),2.5%,-7.8
COc1ccc(NC(=O)c2ccc(C#CC(C)(C)O)cc2)cc1,-0.2%,-6.6
Cc1ccc2[nH]c3c(c2c1)CCN1C(=O)OC(C)(C)C31C (centres undefined),0.2%,6.5
CSCc1cc(N2CCOCC2)nc(SCc2ccc(Cl)cc2Cl)n1,.,10.5
CCOc1cc(/C=N\NC(=O)OC(C)(C)C)ccc1OC(=O)c1ccco1,4.6%,5.8
CC1(C)Cc2c(sc3c2c2ncnn2c2nnc(SCC(=O)NCc4ccco4)n32)CO1,-6.0%,.

# For convenience, 14 of the compounds above.
SMILES,GlmU inhibition,RmlCD inh 1536
O=C1c2ccccc2S(=O)(=O)N1Cc1cccc(S(=O)(=O)N2CCOCC2)c1,5.6%,-2.4
CCCCCCCCOC(=O)C1=C(C)Nc2nnnn2C1c1cccs1 (centres undefined),3.5%,-0.5
NS(=O)(=O)c1ccc(NC(=S)Nc2ccc(OCc3ccccc3)cc2)cc1,0.2%,2.6
COc1ccc(CCNS(=O)(=O)c2c(N)n(C)c(=O)n(C)c2=O)cc1OC,4.4%,-3.1
Cc1cc(NC(=O)CSc2nnc(C)n2-c2ccccc2C)no1,-6.3%,18.4
O=C(CSc1ccc2c(c1)OCCO2)NCCc1ccc(Cl)cc1Cl,-4.0%,-0.3
CCCCOC(=O)C1C2C=CC3(CN(CCc4ccccc4)C(=O)C13)O2 (centres undefined),2.2%,-9.1
COc1ccc(CCNC(=O)CS(=O)(=O)c2cn(CC(=O)N3CCCC3)c3ccccc23)cc1OC,-1.5%,15.4
S=C1NCCC12C(=S)Nc1ccccc12 (centres undefined),3.0%,.
CCn1c(C)c(C(C)=O)c(N2CCN(C(c3ccccc3)c3ccccc3)CC2)nc1=S,-3.0%,-12.4
CC(C)c1ccc(CNc2c([N+](=O)[O-])c(=O)oc3ccccc23)cc1,-3.3%,1.3
CC(=O)N1CCN(S(=O)(=O)c2ccccc2)C1c1ccccc1 (centres undefined),2.5%,-7.8
COc1ccc(NC(=O)c2ccc(C#CC(C)(C)O)cc2)cc1,-0.2%,-6.6
Cc1ccc2[nH]c3c(c2c1)CCN1C(=O)OC(C)(C)C31C (centres undefined),0.2%,6.5
